Source: PubChem
TDP1 cell CPT: qHTS for Inhibitors of human tyrosyl-DNA phosphodiesterase 1 (TDP1): qHTS in cells in presence of CPT; chicken DT40 Tdp1-/-;hTDP1 cells + 20 nM CPT, ATP luminescence, 48 h; Potency, µM (top dose mostly 46.2 µM), without a hit: top-dose activity change, negative = growth inhibition, most hits filed as inhibitors; 420,000 tested, 12% active; AID 686979, 2013; also: nearly all actives have a fitted effect of over 55% in size
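Cell growth measured by CellTiter-Glo luminescence after a minimum 48 h, 37 C compound exposure with 20 nM CPT in Tdp1-knockout DT40 cells stably expressing hTDP1, seeded 400/well; qHTS titration format.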
FEN1 inh: qHTS Assay for the Inhibitors of Human Flap endonuclease 1 (FEN1) | P39748 | Recombinant FEN1 flap cleavage, fluorescence, 15 min | Potency, µM (doses to about 114 µM), for the others: at the highest dose activity change, negative = inhibition, actives largely listed as inhibitors | 390,000 tested, 0.35% active | AID 588795, 2011; also: nearly all actives have a fitted effect of over 65% in size
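With each library titrated from low to high concentration, compounds met 10 nM FEN1 for 15 min at room temperature before 50 nM substrate was added; readings at 0 and 15 min fed four-parameter Hill curve fits.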
KAT2A inh: qHTS Assay for Inhibitors of GCN5L2; GCN5L2 HAT assay, ThioGlo1 CoA-SH fluorescence; Potency, µM (doses to about 58.9 µM), inactives show at the top dose activity change, negative = inhibition, usual class: inhibitors; 390,000 tested, 0.21% active
Target sequence (Q92830 whole entry, looked up): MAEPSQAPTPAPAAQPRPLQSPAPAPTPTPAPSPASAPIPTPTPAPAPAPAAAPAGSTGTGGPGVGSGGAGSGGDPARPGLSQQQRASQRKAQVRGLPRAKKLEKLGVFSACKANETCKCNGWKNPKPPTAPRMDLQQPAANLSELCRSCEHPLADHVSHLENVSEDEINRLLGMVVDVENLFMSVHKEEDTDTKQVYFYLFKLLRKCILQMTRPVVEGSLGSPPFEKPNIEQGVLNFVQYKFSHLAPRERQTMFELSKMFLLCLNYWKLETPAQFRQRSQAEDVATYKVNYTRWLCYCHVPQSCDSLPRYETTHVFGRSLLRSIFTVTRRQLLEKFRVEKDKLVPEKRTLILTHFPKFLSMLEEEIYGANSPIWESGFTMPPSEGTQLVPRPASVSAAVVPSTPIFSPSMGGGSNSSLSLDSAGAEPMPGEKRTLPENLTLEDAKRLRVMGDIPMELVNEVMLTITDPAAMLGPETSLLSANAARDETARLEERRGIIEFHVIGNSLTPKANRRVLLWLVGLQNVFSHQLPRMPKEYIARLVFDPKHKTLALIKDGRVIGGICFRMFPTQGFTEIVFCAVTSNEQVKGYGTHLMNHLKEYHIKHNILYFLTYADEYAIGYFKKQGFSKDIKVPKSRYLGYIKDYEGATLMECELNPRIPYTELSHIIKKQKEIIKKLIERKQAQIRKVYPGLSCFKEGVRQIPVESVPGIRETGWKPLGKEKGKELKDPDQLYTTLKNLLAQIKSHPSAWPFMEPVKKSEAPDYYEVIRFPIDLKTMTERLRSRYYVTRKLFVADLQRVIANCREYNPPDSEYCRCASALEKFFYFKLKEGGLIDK
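qHTS, 1536-well. 20nM enzyme, pH 7.5 HEPES/EDTA/Tween-20 buffer; 15 min compound preinc., RT. Start: 75uM H3(1-25), 70uM AcCoA, 50uM ThioGlo1. Read Ex340/Em540 at t=0 (autofluorescence flag) and t=20 min.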
* marks the source's active call; other numbers are inactive results; u = inconclusive; x = not tested or not shown; & = joins results of further samples; [ ] = another dose, or the depositor's remark. Calls follow the shape of the dose curve; as a rule, active = well fitted curve in the direction sought with a large enough effect; inconclusive = small, poorly fitted or top-dose-only effect, or another doubt; inactive = no such curve, though single readings can be large; an effect the other way counts as inactive or inconclusive. % is scaled to controls: 0 for no effect and ±100 for the full control effect; potency is read from the fitted curve at half-maximal effect. Only part of the results is shown; the hit share may differ from the screen's.

#1 O=C(NNc1ccc(F)cc1F)C1CCC1
#2 COC(=O)c1ccccc1NC(=O)NC1CCN(Cc2ccccc2)CC1
#3 COc1ccc(C2NC(=O)c3sc4nc(C)c(C(C)=O)c(-c5ccc(Cl)cc5)c4c3N2)cc1 (stereo unspecified)
#4 Cc1cc2c(cc1S(=O)(=O)Nc1cccc(Cl)c1C)n(C)c(=O)c(=O)n2C
#5 O=C(Cc1c(Cl)cccc1Cl)Nc1ccncc1
#6 COc1cccc(C2CC(=O)Nc3cc(OC)c(OC)cc32)c1 (stereo unspecified)
#7 CCC(Oc1ccccc1OC)C(=O)Nc1ccc2c(c1)OCO2 (stereo unspecified)
#8 O=C(CC1C(=O)NCCN1Cc1cccc(F)c1F)NC1CCCCCC1 (stereo unspecified)
#9 COC(=O)[C@H]1C[C@@H]1[C@H](NC(=O)c1ccccc1)c1ccccc1
#10 CCOC(=O)c1c(S(=O)(=O)NCC(=O)N2CCN(c3ccccc3)CC2)c(C)n(C)c1C
Compound,1,2,3,4,5,6,7,8,9,10
TDP1 cell CPT,-4.6%,u,u,5.9%,u,-25.8%,-5.1%,u,-24.8%,7.4%&-16.6%
FEN1 inh,3.8%,-7.4%,-8.8%,-1.3%,-13.8%,3.8%,1.6%,-0.6%,15.0%,-1.6%&4.3%
KAT2A inh,-1.0%,-7.0%,2.0%,-9.8%,-5.8%,-3.8%,-5.0%,-4.2%,2.1%,0.5%&9.7%

#11 CC(C)(C)OC(=O)n1cc(C(=O)c2ccccc2O)cn1
#12 CCOC(=O)c1c(C)[nH]c(C)c1S(=O)(=O)NCC(=O)NCc1ccc(C)cc1
#13 Cc1ccc2nc(C)cc(SCC(=O)N/N=C/c3ccco3)c2c1
#14 COCCn1c(C)cc(C(=O)COc2ncnc3ccc(Br)cc23)c1C
#15 COCCNC(=S)N/N=C(\C)c1ccc(-n2ccnc2)cc1
#16 Clc1ccccc1Nc1nc(-c2ccncc2)nc2ccccc12
#17 FC(F)(F)Oc1ccc(-c2cn3cccnc3n2)cc1
#18 CC(=O)N1CCc2cc(S(=O)(=O)CCC(=O)N3CCN(C(=O)c4ccco4)CC3)ccc21
#19 COc1ccccc1C(CNc1ccc(S(=O)(=O)N2CCCC2)cc1[N+](=O)[O-])N(C)C (stereo unspecified)
#20 C[C@H]1CN=C(Nc2ccccc2)N1CCCC1CCCC1
Compound,11,12,13,14,15,16,17,18,19,20
TDP1 cell CPT,2.7%,-9.7%,-19.4%,-1.5%,4.47µM*,29.1µM*,-10.0%,-20.7%,13µM*,18.4µM*
FEN1 inh,0.2%,8.3%,2.6%,5.8%,3.2%,-29.8%,8.1%,-4.8%,0.3%,1.1%
KAT2A inh,-3.2%,-13.5%,-3.5%,-3.0%,1.0%,-16.8%,-8.9%,1.9%,2.7%,2.5%

#21 CCCc1n[nH]c(=O)c2c1nnn2Cc1ccccc1F
#22 Cc1cccnc1CNC(=O)C1CCC(=O)N(CCc2cccc(F)c2)C1 (stereo unspecified)
#23 COc1ccc(NC(=O)N2CC[C@@]3(CCCN(C(=O)c4ccncc4)C3)C2)cc1
#24 Cc1ccc(NC(=O)COC(=O)c2ccc3c(=O)n4c(nc3c2)CCC4)c(Br)c1
#25 Cc1cc(C)c2c(N)c(-c3nc4ccccc4[nH]3)sc2n1
#26 CCCN(C(=O)C1CCN(S(=O)(=O)c2c(C)noc2/C=C/c2ccc(C)cc2)CC1)c1ccccc1F
#27 COc1ccc(-n2c(=O)c3c4c(sc3n(CC(=O)Nc3cc(C)[nH]n3)c2=O)CCC4)c(OC)c1
#28 Cc1ccc(N(CC(C)C)S(=O)(=O)c2nnc(NC(=O)c3ccco3)s2)cc1
#29 CCOC(=O)c1cc(-c2nnc(-c3cc(OC)c(OC)c(OC)c3)o2)c(C)nc1C
#30 CC(C)N(Cc1ccccc1)C(=O)COC(=O)C1CCN(S(=O)(=O)c2ccc3c(c2)OCCO3)CC1
Compound,21,22,23,24,25,26,27,28,29,30
TDP1 cell CPT,1.1%,1.9%,9.4%,-3.4%,u,u,-24.2%,u,16.4µM*,-25.1%
FEN1 inh,-4.2%,22.2%,x,16.3%,-11.5%,-11.6%,-1.5%,0.1%,-3.8%,14.5%
KAT2A inh,1.1%,-2.2%,-12.7%,0.3%,1.2%,1.3%,-2.6%,2.0%,x,-3.6%

#31 O=C(NC(=S)NCc1ccc2c(c1)OCO2)c1ccccc1
#32 Cc1ccc(NC(=O)CN(C)C(=O)COC(=O)c2oc3ccccc3c2C)cc1
#33 Cc1ccc(N2C(=O)CC(Sc3ncn[nH]3)C2=O)cc1 (stereo unspecified)
#34 Cc1ccc(-c2nc3cc(Cl)ccc3o2)cc1NC(=O)COc1ccccc1C
#35 C=CCN(C(=O)c1csnn1)C(C(=O)NC1CCCCC1)c1ccccc1F (stereo unspecified)
#36 CSc1n[nH]c(/N=C/c2oc(O)c3ccccc23)n1
#37 CC1CCN(C(=O)C2CCN(S(=O)(=O)c3cccc4cccnc34)CC2)CC1
#38 O=C(NCc1ccncc1)c1cccc(F)c1
#39 Cc1ccc2c(c1)N(C(=O)CCC(=O)N1CCC(C(N)=O)CC1)CC(C)O2 (stereo unspecified)
#40 c1ccc2[nH]c(CCCCc3nc4ccccc4[nH]3)nc2c1
Compound,31,32,33,34,35,36,37,38,39,40
TDP1 cell CPT,14.6%,2.3%,5.17µM*,8.91µM*,-12.9%,-10.7%,-5.8%,u,25.9µM*,u
FEN1 inh,-14.6%,-19.7%,4.4%,-26.4%,17.6%,-0.1%,-7.2%,-6.2%,19.6%,8.7%
KAT2A inh,-2.6%,-16.6%,-10.6%,x,0.0%,-0.8%,-0.7%,1.2%,-7.4%,-22.2%

#41 Cc1cccc(NC(=S)N2CCN(C(=O)c3ccco3)CC2)c1C
#42 O=C(NNC(=O)c1cccnc1)Nc1ccc(Cl)c(Cl)c1
#43 CCOC(=O)CCNC(=O)N1CCCC(N(C)CCc2ccc(OC)c(OC)c2)C1 (stereo unspecified)
#44 COc1ccc(NC(=O)C2CCCN(S(=O)(=O)c3c(C)n[nH]c3C)C2)c(OC)c1 (stereo unspecified)
#45 CC1=C(C)CC(C(=O)N2CCN(C/C=C/c3ccccc3)CC2)C(C(=O)O)C1 (stereo unspecified)
#46 Fc1ccccc1N1CCN(C(c2cccs2)c2nnnn2CCc2ccccc2)CC1 (stereo unspecified)
#47 CCOC(=O)c1ccc(NC(=O)CN2C(=O)C(CC)SC(CC)C2=O)cc1 (stereo unspecified)
#48 OC1(Cc2ccccc2)CCNCC1
#49 COC(=O)c1c(NC(=O)CCN2CCOCC2)sc2c1CCCC2
#50 COc1ccc(NC(=O)CSc2nc3ccccc3c(=O)[nH]2)cc1S(N)(=O)=O
Compound,41,42,43,44,45,46,47,48,49,50
TDP1 cell CPT,-0.7%,-13.7%,-6.4%,-12.9%,-5.8%,u,-21.4%,0.1%,u,-15.0%
FEN1 inh,18.2%,-6.2%,8.8%,2.2%,1.3%,-4.5%,9.9%,-1.8%,-4.7%,11.7%
KAT2A inh,-3.2%,-2.6%,-4.8%,-6.8%,1.3%,-12.3%,-7.2%,-2.3%&-25.9%,-7.8%,-1.2%

#51 OCCNc1ncnc2oc(-c3ccco3)c(-c3ccco3)c12
#52 O=C(O)c1cccc(Nc2nc(C(F)(F)F)nc3ccccc23)c1
#53 CCC(C)[C@H](NC(=O)C1(c2ccccc2)CCN(C(=O)OC(C)(C)C)CC1)C(=O)N[C@@H](C(=O)O)c1ccccc1 (stereo partly specified)
#54 Cc1cccc(N)c1-c1c(C)cccc1N
#55 Cc1ccc2nc(COc3ccc(N(C)S(=O)(=O)c4ccccc4)cc3)cc(=O)n2c1
#56 O=C(O)c1ccc(S(=O)(=O)NC2CCCc3ccccc32)cc1 (stereo unspecified)
#57 Cc1nc(-c2ccc(NC(=O)C3CC3)cc2)cs1
#58 COc1ccc(CCNc2oc(COc3ccc(Br)cc3)nc2C#N)cc1OC
#59 COC(=O)c1ccc2c(=O)n(CCCCCC(=O)N3CCN(c4ccccc4)CC3)c(=O)[nH]c2c1
#60 O=C(NN=Cc1ccccc1O)c1cccc([N+](=O)[O-])c1
Compound,51,52,53,54,55,56,57,58,59,60
TDP1 cell CPT,12.6µM*,-1.7%,9.7%,3.1%,u,-15.9%,23.1µM*,18.4µM*,18.4µM*,0.82µM*
FEN1 inh,u,2.0%,18.0%,-4.9%,-32.1%,-1.6%,2.5%,2.8%,1.2%,3.1%
KAT2A inh,x,-10.3%,-6.7%,9.4%,-17.4%,u,-3.8%,-12.6%,-2.8%[0.501 µM],x

#61 COC(=O)C(C)n1nnc2sc(-c3ccccc3)cc2c1=O (stereo unspecified)
#62 COc1ccc(CC(=O)n2nc(-c3cccnc3)nc2N)cc1
#63 COC(=O)c1c(NC(=O)COC(=O)c2ccc(C)s2)sc2c1CCCCC2
#64 COC(=O)C1=C(C)NC2=C(C(=O)CC(C)(C)C2)C1c1cccc(C)n1 (stereo unspecified)
#65 Cc1ccc(N/N=C2/CCCNC2=O)cc1
#66 CN(C)CCCNC(CC(=O)Nc1cccc([N+](=O)[O-])c1)C(=O)O (stereo unspecified)
#67 CC(C)(C)c1ccc(C(=O)NCc2nnc(SCC(=O)NCc3ccco3)o2)cc1
#68 O=[N+]([O-])c1cc(C(F)(F)F)ccc1NCCc1c[nH]c2ccccc12
#69 CC1(C)CC(=O)C=C(Nc2ccc(Cl)cc2)C1
#70 CN(C(=O)c1cccc(NC(=O)Cc2cccc(NC(=O)C3CCN(C(=O)CCc4ccccc4)CC3)c2)c1)C1CC1
Compound,61,62,63,64,65,66,67,68,69,70
TDP1 cell CPT,u,-43.1%,-14.6%,-1.2%,1.6%,-14.5%,2.9%,-25.5%,5.7%,-96.2%
FEN1 inh,-1.8%&15.7%,-1.7%,1.7%,-4.9%,-3.2%,-0.8%,-11.0%,u,15.1%,14.5%
KAT2A inh,-6.2%&-5.0%,u,-12.4%,0.6%,1.4%,-1.0%,-0.9%,-18.5%,-7.9%,x

#71 N#CC1=C2SCN(c3ccccc3)CN2C(=O)CC1c1cccs1 (stereo unspecified)
#72 COc1ccccc1N(C(=O)c1snc(C(N)=O)c1N)C(C(=O)NCc1ccccc1)c1ccc(C)o1 (stereo unspecified)
#73 COc1ccc(-n2ncc3c(NCCC4=CCCCC4)ncnc32)cc1
#74 CNC(=S)N(CCc1c(C)[nH]c2ccc(C)cc12)Cc1cc(OC)c(OC)c(OC)c1
#75 COc1ccc(C(CC(=O)N2CCCCC2)c2c(OC)cc(OC)c3ccc(=O)oc23)cc1 (stereo unspecified)
#76 N#Cc1cc(S(=O)(=O)c2ccc(F)cc2)c(N)[nH]c1=O
Compound,71,72,73,74,75,76
TDP1 cell CPT,-4.8%,u,16.4µM*,u,20.6µM*,6.2%
FEN1 inh,-8.1%,-5.1%,9.9%,-2.1%,0.4%&-3.7%,-4.2%
KAT2A inh,u,-10.5%,-3.3%,-1.2%,17.8%,-19.2%

Three compounds picked at random from the list so far:
#73 COc1ccc(-n2ncc3c(NCCC4=CCCCC4)ncnc32)cc1
#75 COc1ccc(C(CC(=O)N2CCCCC2)c2c(OC)cc(OC)c3ccc(=O)oc23)cc1 (stereo unspecified)
#74 CNC(=S)N(CCc1c(C)[nH]c2ccc(C)cc12)Cc1cc(OC)c(OC)c(OC)c1
Compound,73,75,74
TDP1 cell CPT,16.4µM*,20.6µM*,u
FEN1 inh,9.9%,0.4%&-3.7%,-2.1%
KAT2A inh,-3.3%,17.8%,-1.2%

Shown as tab-separated lines: part of the list above
cpd	SMILES	TDP1 cell CPT	FEN1 inh	KAT2A inh
29	CCOC(=O)c1cc(-c2nnc(-c3cc(OC)c(OC)c(OC)c3)o2)c(C)nc1C	16.4µM*	-3.8%	x
30	CC(C)N(Cc1ccccc1)C(=O)COC(=O)C1CCN(S(=O)(=O)c2ccc3c(c2)OCCO3)CC1	-25.1%	14.5%	-3.6%

Exported with each value named: part of the list above
34. Cc1ccc(-c2nc3cc(Cl)ccc3o2)cc1NC(=O)COc1ccccc1C
  TDP1 cell CPT: 8.91µM*
  FEN1 inh: -26.4%
  KAT2A inh: x
15. COCCNC(=S)N/N=C(\C)c1ccc(-n2ccnc2)cc1
  TDP1 cell CPT: 4.47µM*
  FEN1 inh: 3.2%
  KAT2A inh: 1.0%
